Compound activity (PubChem BioAssay)
BAP1 inh = human BAP1 deubiquitinase inhibition; recombinant BAP1, Ub-AMC hydrolysis fluorescence kinetic; active compounds read low; activity remaining (% of control), % at 20 µM; 72,000 tested, 0.48% active; AID 436;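 active = activity remaining at or below 50% of control, provided the compound also passes the data quality filters; inactive = the rest, including low values that fail the filters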;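 also: 100% = DMSO wells rate and 0% = substrate alone blank rate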
Target sequence (Q92560 whole entry, looked up): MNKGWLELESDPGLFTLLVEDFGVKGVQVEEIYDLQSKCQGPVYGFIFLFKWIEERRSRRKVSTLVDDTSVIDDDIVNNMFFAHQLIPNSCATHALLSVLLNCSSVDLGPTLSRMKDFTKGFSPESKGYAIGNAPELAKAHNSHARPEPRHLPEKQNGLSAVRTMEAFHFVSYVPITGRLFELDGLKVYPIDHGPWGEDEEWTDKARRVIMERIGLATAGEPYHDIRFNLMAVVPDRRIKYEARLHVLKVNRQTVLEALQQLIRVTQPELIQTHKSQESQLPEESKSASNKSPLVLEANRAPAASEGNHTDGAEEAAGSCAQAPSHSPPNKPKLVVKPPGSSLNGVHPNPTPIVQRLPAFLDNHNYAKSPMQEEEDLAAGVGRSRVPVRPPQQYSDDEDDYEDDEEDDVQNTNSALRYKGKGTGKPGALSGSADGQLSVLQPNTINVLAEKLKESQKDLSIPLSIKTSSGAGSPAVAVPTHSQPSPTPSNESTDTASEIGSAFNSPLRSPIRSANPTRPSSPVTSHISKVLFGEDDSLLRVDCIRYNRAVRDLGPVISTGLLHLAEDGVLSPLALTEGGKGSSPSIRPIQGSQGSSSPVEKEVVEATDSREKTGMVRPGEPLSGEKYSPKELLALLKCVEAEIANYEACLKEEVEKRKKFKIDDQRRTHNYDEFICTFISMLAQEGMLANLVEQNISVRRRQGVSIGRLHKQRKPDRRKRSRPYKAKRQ
HePTP inh = inhibitors of human HePTP phosphatase; P35236; recombinant HePTP phosphatase activity, OD absorbance; AID 521; 110,000 tested, 0.64% active; inhibition, % at 20 µM; in the data active = inhibition above about 50%;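 also: plate controls were vehicle for no effect and reference inhibitor for full effect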
Target sequence (P35236 whole entry, looked up): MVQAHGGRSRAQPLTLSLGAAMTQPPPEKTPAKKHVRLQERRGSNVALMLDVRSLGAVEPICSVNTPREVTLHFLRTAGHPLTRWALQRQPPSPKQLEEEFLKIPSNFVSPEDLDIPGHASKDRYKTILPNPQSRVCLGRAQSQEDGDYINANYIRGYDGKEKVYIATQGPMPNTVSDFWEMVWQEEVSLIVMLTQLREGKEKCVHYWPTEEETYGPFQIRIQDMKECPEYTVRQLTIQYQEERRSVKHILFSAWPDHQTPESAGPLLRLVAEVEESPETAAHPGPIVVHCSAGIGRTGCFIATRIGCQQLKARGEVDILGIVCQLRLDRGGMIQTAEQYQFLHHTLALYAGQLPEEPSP
Numbers without * were called inactive; . = not tested or not shown; & = joins results of further samples.

Results follow in this order: BAP1 inh, HePTP inh
- CC1C(c2ccccc2)N(C)C(c2ccccc2)CC1(O)c1ccc(F)cc1 (configuration not stated)
  83, .
- N#Cc1cc(N)c(Nc2ccccc2)cc1C#N
  65, 5
- CC(C)(C)n1nc2c(c1NC(=O)c1ccc3ccccc3c1)CSC2
  172, .
- COc1ccc(S(=O)(=O)n2cnc(C)c2)cc1OC
  66, 1
- Cc1ccc(C2c3sc(=O)[nH]c3SC3C(=O)NC(=O)C32)cc1 (configuration not stated)
  121, -6
- CCCN1Cc2cccc(C(=O)Nc3ccc(CN4CCCC4)cc3)c2C1=O
  120, 11
- Nc1ccccc1C(=O)N1CCN(c2ccc(F)cc2)CC1
  ., -12
- CCOC(=O)NC(=O)CSc1nc2ccc(OCC)cc2[nH]1
  106, 2
- COC(=O)c1ccc(OCC(O)CN2C(=O)NC(C)(C)C2=O)cc1 (configuration not stated)
  98, -11
- Cc1nc2ccc(N3C(=O)CCC3=O)cc2[nH]1
  95, 7
- Cc1nc(SCC(=O)c2c(C)[nH]c3ccccc23)c2c(=O)n(C)c(=O)n(CC(C)C)c2n1
  ., -1
- Cc1ccc(Cl)cc1NC(=O)COc1cc(C)c(Cl)c(C)c1
  65, .
- COc1cccc(OC)c1/C(O)=C(\C#N)c1nc2ccccc2[nH]1
  103, 6
- Nn1c(SCC(=O)c2ccc([N+](=O)[O-])cc2)nc2ccccc2c1=O
  ., -8
- COc1cc(OC)c(/C=C2\C(=O)NC(=O)N(c3ccccc3)C2=O)c(OC)c1
  ., 0
- Cc1cc(C)c(NC(=O)c2ccc(S(=O)(=O)N(C)C)cc2)c(C)n1
  70, 4
- Cc1ccc(C)c(C(=O)NC2CC(C)(C)NC(C)(C)C2)c1
  89, -2
- CCn1ccnc1C(O)c1ccc(N(C)C)cc1 (configuration not stated)
  115, 8&7
- CCCCCC(=O)NNC(=O)c1ccco1
  ., 20
- CCOC(=O)c1c(C)n(OCc2ccccc2)c2ccc3c(no[n+]3[O-])c12
  72, 9

Continuation:
Results follow in this order: BAP1 inh, HePTP inh
- O=[N+]([O-])c1cc(Cl)ccc1NCCCNS(=O)(=O)Cc1ccccc1
  ., 2
- CCN(CC)C(=O)c1sc(N)c(C(=O)OC(C)C)c1C
  ., 9
- C1CCC(c2nn3c(-c4n[nH]c5c4CCC5)nnc3s2)CC1
  ., 8
- CCOc1ccc(-c2[nH]ncc2-c2ccc(OC)c(OC)c2)c(O)c1
  102, 6
- COc1cc(-c2nnc3ccc4ccccc4n23)ccc1Oc1ccc([N+](=O)[O-])cc1
  ., 15
- COc1ccc(CC(=O)Nc2ccc3oc(-c4ccncc4)nc3c2)cc1OC
  ., -12
- CC(C)Oc1ccc(C(=O)N2CCCC2C(=O)O)cc1 (configuration not stated)
  122, 14
- Cc1cc(C)nc(NS(=O)(=O)c2ccc(NC(=O)C3CC(=O)N(c4ccccc4)C3)cc2)n1 (configuration not stated)
  95, 5
- COc1ccc(-n2c(SCC(=O)Nc3ccccc3)nc3c(c2=O)SCC3)cc1
  65, 2
- CCOc1cc(-c2nc3ccccn3c2NCC2CCCO2)ccc1O (configuration not stated)
  83, -2
- CN1C(=O)C(=Cc2ccccc2OCc2ccc([N+](=O)[O-])cc2)C(=O)N(C)C1=O
  ., 7
- CCC(C)Sc1nc2c([nH]c3ccccc32)c(=O)n1C (configuration not stated)
  87, -8
- Cc1cc(C)n(S(=O)(=O)/C=C/c2ccccc2)n1
  96, 3
- CCn1c(COc2ccccc2C)nnc1SCC(=O)NCc1ccccc1
  100, 9
- CCC(C(C)=O)C(=O)Nc1ccccc1 (configuration not stated)
  ., -1
- COc1ccc(C2NC(=O)c3c(sc4c3CCN(C)C4)N2)c(OC)c1 (configuration not stated)
  113, .
- Cc1ccc(C)c2[nH]c(=O)c(CN(CCN3CCCC3)C(=O)Nc3ccc(F)cc3)cc12
  70, -9
- Cc1noc(C)c1CSCC(=O)N1CCN(c2ccc(F)cc2)CC1
  92, 5
- COC(=O)c1ccc(C(C2C(=O)CC(C)(C)CC2=O)C2C(=O)CC(C)(C)CC2=O)cc1
  ., 5
- CN1CCN(S(=O)(=O)c2cccc(C(=O)N(c3ccccn3)C3CCCCC3)c2)CC1
  ., -1

Next section
Results follow in this order: BAP1 inh, HePTP inh
- CS(=O)(=O)N(CC(=O)Nc1ccccc1Br)c1ccc(Oc2ccccc2)cc1
  ., 8
- C=CCOc1ccc(/C=C2/C(=O)NN(c3ccc(C(=O)OCC)cc3)C2=O)cc1OC
  ., 60*
- Cn1c(=O)c2c(nc(Br)n2CCCc2ccccc2)n(C)c1=O
  105, 5
- O=C(COCc1nc2ccccc2c(=O)[nH]1)NC1CCCC1
  98, -2
- Cc1c(C(=O)NCCCN2CCOCC2)sc2nc(-c3ccccc3)cn12
  88, 0
- Cc1nnc(SCC(=O)c2cc(C)n(-c3ccc4c(c3)OCO4)c2C)s1
  54, 9
- CCOC(=O)C1=NNC2C(=O)N(c3ccc(C)c(C)c3)C(=O)C12 (configuration not stated)
  ., 8
- CCN=C1SC(CC(=O)Nc2ccc(N3CCCCC3)cc2)C(=O)N1CC (configuration not stated)
  ., 6
- CC(N)(C(=O)O)c1ccc(C(=O)O)cc1 (configuration not stated)
  99, .
- O=C(Cc1ccc(Cl)cc1)Nc1ccc(-c2nc3ccccc3s2)cc1
  ., 6
- CS(=O)(=O)N1CCC(C(=O)Nc2ccc(OCc3ccccc3)cc2)CC1
  ., 7
- COC(=O)C1=C(C)NC(=O)NC1c1ccc(-c2ccccc2)cc1 (configuration not stated)
  ., 0
- O=S(=O)(Cc1ccccc1)N1CCN(c2cccc(Cl)c2)CC1
  ., -9
- Cc1oc(C(=O)O)cc1COc1ccccc1Cl
  112, 9
- COc1ccc(CNC(=S)Nc2ccc(Cl)cc2Cl)cc1
  ., -1
- CCOC(=O)CCC(NC(=O)c1ccc(NCN2C(=O)c3ccccc3C2=O)cc1)C(=O)OCC (configuration not stated)
  104, 5&-3
- C=CCN1C(=O)NC2(CCCCC2)C1=O
  99, 8
- COc1ccc(N2C(=O)CN=C2Nc2nc(C)cc(C)n2)cc1
  71, 4
- CCCCCOC(=O)C1[C@H]2C(=O)N(Cc3cccs3)C[C@]23C=C[C@H]1O3 (some centres not stated)
  59, 5
- NS(=O)(=O)c1ccc(NC(=O)CSC2CCCCC2)cc1
  101, 4

Further records follow.
Results follow in this order: BAP1 inh, HePTP inh
- O=C(NCCc1ccc(Cl)cc1)c1ncn[nH]1
  111, 0
- CC1=C(C(=O)Nc2ccccc2C)C(c2ccc(F)c(F)c2)C2=C(CC(C)(C)CC2=O)N1 (configuration not stated)
  ., 4
- CC(=O)N(C(C)=O)c1c(C#N)c(C)n(-c2ccccc2)c1C(=O)c1ccccc1
  98, 4
- O=C(NC1CCCC1)C1CCCN1C(=O)Nc1ccc(Cl)cc1 (configuration not stated)
  95, -11
- COC(=O)CC(=O)CSc1nc2c(cc1C#N)CCC2
  256, 5
- O=C(O)c1cc(C(=O)O)cc(C23CC4CC(CC(C4)C2)C3)c1
  79, .
- COc1ccc(NC2=CC(=O)CC(c3ccco3)C2)c(OC)c1 (configuration not stated)
  ., 3
- N#C/C(=C/c1ccc(-c2ccc([N+](=O)[O-])cc2)o1)C(=O)N1CCOCC1
  ., 0
- COc1ccc(-c2csc3nc(C)n(-n4cccc4)c(=O)c23)cc1
  93, 1
- O=S1(=O)CC(N2CCCCC2)C(N2CCCCC2)C1 (configuration not stated)
  105, 4
- CN=C(NS(=O)(=O)c1ccccc1)c1ccccc1
  ., 8
- Cc1ccc(CS(=O)(=O)CCC(=O)NCCCOC(C)C)cc1
  98, 3
- O=C(O)c1cc(=O)c2c(OCC(O)COc3cccc4oc(C(=O)O)cc(=O)c34)cccc2o1
  148, -3
- COc1ccc(NS(=O)(=O)c2cc(C)ccc2OC)cc1OC
  113, 0
- NS(=O)(=O)c1ccc(NC(=O)/C(=C\c2cccs2)NC(=O)c2ccccc2)cc1
  ., 8
- Cc1ccc2cc(CN(CCN3CCOCC3)C(=O)NCc3ccccc3)c(=O)[nH]c2c1C
  79, 3
- C=CCn1c(Cc2csc(N)n2)nnc1SCc1ccc(C(=O)OC)cc1
  64, -7
- Cc1c(NC(=O)c2coc(=O)c(Br)c2)c(=O)n(-c2ccccc2)n1C
  155, 1
- O=C(c1ccco1)N1CCN(S(=O)(=O)c2cccs2)CC1
  92, 6
- O=C(Nc1ccccc1N1CCOCC1)c1ccc2ccccc2n1
  149, 7

Carrying on.
Results follow in this order: BAP1 inh, HePTP inh
- CCOCCc1nnc(NC(=O)Cc2ccccc2)s1
  82, 2
- O=C(NCc1ccccc1)C(=O)Nc1c(O)c2ccccc2[nH]c1=O
  ., -16
- Fc1ccc(-c2nnc3ccc(N4CCc5ccccc5C4)nn23)cc1
  108, 1
- CCOC(=O)c1ccc(CNC(=O)C(Cc2c[nH]c3ccccc23)NC(C)=O)o1 (configuration not stated)
  101, 15
- CCOc1cc(/C=N/n2cnnc2)ccc1OCCOc1ccc(Br)cc1
  ., -8
- O=C1NC(=O)N(c2ccccc2)C(=O)/C1=C\C=C\c1cccc([N+](=O)[O-])c1
  ., -19
- CCN(CC)c1ccc(NC(=O)c2ccc(NC(=O)C3CCCO3)cc2)c(C)c1 (configuration not stated)
  ., 13
- CCOC(=O)c1c(C)[nH]c2ccc(O)cc12
  81, 8
- COC(=O)c1ccc(N2C(=O)CC(NCc3ccc(Cl)c(Cl)c3)C2=O)cc1 (configuration not stated)
  ., -1
- O=C(NCc1ccco1)C(c1ccc(F)cc1)N(Cc1cccnc1)C(=O)Cn1nnc2ccccc21 (configuration not stated)
  85, 2
- O=C1C(=O)N(c2cccc(Br)c2)C(c2ccccc2[N+](=O)[O-])/C1=C(/O)c1ccccc1 (configuration not stated)
  ., -2
- Cc1cccc(OCC(=O)Nc2cccc(C(=O)O)c2)c1C
  ., 7
- CCn1c(C(C)NC(C)=O)nc2ccccc21 (configuration not stated)
  90, 4
- CCOC(=O)c1cc2c(=O)n3ccccc3nc2n(CCCOC)c1=NC(=O)c1cccnc1
  ., -5
- O=C1/C(=C\c2ccc(-c3ccc([N+](=O)[O-])cc3Br)o2)SC(=S)N1Cc1ccccc1
  ., -11
- O=C(Nc1ccc(OC(=O)c2ccncc2)cc1)c1ccncc1
  103&79, 2
- Cc1ccc(Cl)cc1NC(=O)CSC(N)=O
  ., 0
- O=C(CSc1nnc(CNC(=O)c2cccs2)o1)NC1CCCCC1
  113, 3
- COc1ccc(CCN2C(=O)c3cccc4cccc(c34)C2=O)cc1OC
  52, .
- COc1cc(NC(=O)c2ccc(Br)o2)ccc1NC(=O)C(C)C
  62, 9

Complete entries, quoted from the list. Values in the order: BAP1 inh	HePTP inh
Shown for COc1cccc(OC)c1/C(O)=C(\C#N)c1nc2ccccc2[nH]1 = 103	6
Shown for O=C(c1ccco1)N1CCN(S(=O)(=O)c2cccs2)CC1 = 92	6
Shown for COc1ccc(-n2c(SCC(=O)Nc3ccccc3)nc3c(c2=O)SCC3)cc1 = 65	2
Shown for CCOC(=O)NC(=O)CSc1nc2ccc(OCC)cc2[nH]1 = 106	2
Shown for CCn1ccnc1C(O)c1ccc(N(C)C)cc1 (configuration not stated) = 115	8&7

(more compounds)
Results follow in this order: BAP1 inh, HePTP inh
- COc1ccc(Cn2nnc3c(=O)[nH]c(C(=O)NCCc4ccc(F)cc4)nc32)cc1OC
  89, 6
- O=c1c(-c2ccc(O)cc2)coc2cc(O)ccc12
  48*, .
- O=C(C1CC(=O)N(C2CCCC2)C1)N1CCC(Cc2ccccc2)CC1 (configuration not stated)
  75, 1
- C=CCNC(=O)C1CC=CCC1C(=O)O (configuration not stated)
  ., 5
- CC(C)c1ccc(N2C(=O)NC(=O)/C(=C/c3ccc([N+](=O)[O-])o3)C2=O)cc1
  ., 88*
- Cc1ccc(-n2c(Cc3cccn3C)nnc2SCC(=O)NC2CCCCC2)cc1
  86, 1
- O=C(O)C1C2C=CC(C2)C1C(=O)NCc1ccoc1 (configuration not stated)
  106, 4
- CC(=O)Cc1nsc(NC(=O)C2Cc3ccccc3C(=O)O2)n1 (configuration not stated)
  93, 3
- C[C@@H](Oc1ccc(Oc2cnc3ccc(Cl)cc3n2)cc1)C(=O)O
  93, .
- O=C(CC1(C(F)(F)F)NCCN1)c1cccc([N+](=O)[O-])c1
  ., -9
- Cc1noc(/C=C/N(C)C)c1S(=O)(=O)N1CCN(c2ccccc2)CC1
  65, 3
- Cc1cccc(Cn2c(C(C)O)nc3ccccc32)c1 (configuration not stated)
  102, .
- CCC(=O)N1CCc2cc(S(=O)(=O)NCCC(=O)N3CCN(Cc4ccccc4)CC3)ccc21
  108, 8
- Cc1nc(C)c(/C(O)=C/c2nc3ccccc3[nH]c2=O)o1
  ., -6
- COc1ccc(C(=O)Oc2ccc(/C=C3\SC(N)=NC3=O)cc2)cc1
  ., 4
- O=C(c1ccc(I)cc1)N1CCN(c2ccccc2)CC1
  ., 7
- Cc1cc(C)nc(SCCn2c(N3CCC(C)CC3)nc3c2c(=O)n(C)c(=O)n3C)n1
  ., 7
- CCCc1cc(=O)n2[nH]c(-c3ccc(Br)cc3)cc2n1
  98, -1
- COc1ccc(CN2CCN(S(=O)(=O)c3ccccc3)CC2)c(OC)c1
  103, 9
- Cc1ccc(NC2=C(Cl)C(=O)N(c3ccccc3Cl)C2=O)cc1C
  ., -16

Ordered by molar mass (ascending): some entries from above
Results follow in this order: BAP1 inh, HePTP inh
- O=c1c(-c2ccc(O)cc2)coc2cc(O)ccc12
  48*, .
- O=C(O)C1C2C=CC(C2)C1C(=O)NCc1ccoc1 (configuration not stated)
  106, 4
- Cc1cccc(Cn2c(C(C)O)nc3ccccc32)c1 (configuration not stated)
  102, .

The listing continues.
Results follow in this order: BAP1 inh, HePTP inh
- O=C(CCN1C(=O)c2cccc3cccc(c23)C1=O)NCc1ccc2c(c1)OCO2
  ., -15
- O=C(CN1CCN(S(=O)(=O)c2ccccc2)CC1)Nc1cccc(C(F)(F)F)c1
  105, 4
- O=C(Nc1cc(=O)c2ccccc2o1)N1CCOCC1
  98, 0
- CCOC(=O)C1CCCN(S(=O)(=O)c2ccc(OC)c3ccccc23)C1 (configuration not stated)
  114, 2
- Cc1nc(NCc2ccco2)c2c3c(sc2n1)CCC3
  92, -7
